Compound activity deposited in PubChem by several laboratories.
OPRM1-OPRD1 ag: agonists of human mu-delta opioid receptor heterodimerization; activation, % at 9.3 µM; cells, OPRM1-OPRD1 heterodimerization, luminescence; AID 504326; actives 0.3% (n = 340,000); P35372+P41143; in the data active means activation above about 18%;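 further: 0% = vehicle-treated cells and 100% = reference agonist; values of inactives mirror those of a sister screen read the other way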
MOR-DOR inv ag: mu-delta opioid heterodimer inverse agonism; actives 0.21% (n = 340,000); AID 504357; inhibition, % at 9.3 µM; P35372+P41143; cell-based MOR-DOR heterodimer luminescence; in the data active means inhibition above about 22%, passing the limit was not always enough;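 further: 0% = cells with DMSO and 100% = wells without cells with DMSO; values of inactives mirror those of a sister screen read the other way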
PKA-R2B act: PKA-R2B complex activation; P22694+P31323; PKA-R2B holoenzyme dissociation, Cy5-IP20 fluorescence polarization; R2B truncated from residue 108, S112A mutant; 0% DMSO only, 100% 113 µM cGMP; activation, % at 11.4 µM; actives 0.079% (n = 340,000); AID 504700;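 active means activation above a cutoff set at the mean over all compounds plus 3 SD, cut at about 18% in these data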;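 further: higher means more holoenzyme dissociation and a rise in polarization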
Target sequence (P31323 whole entry, looked up, other chains not shown, the tested form may be a part): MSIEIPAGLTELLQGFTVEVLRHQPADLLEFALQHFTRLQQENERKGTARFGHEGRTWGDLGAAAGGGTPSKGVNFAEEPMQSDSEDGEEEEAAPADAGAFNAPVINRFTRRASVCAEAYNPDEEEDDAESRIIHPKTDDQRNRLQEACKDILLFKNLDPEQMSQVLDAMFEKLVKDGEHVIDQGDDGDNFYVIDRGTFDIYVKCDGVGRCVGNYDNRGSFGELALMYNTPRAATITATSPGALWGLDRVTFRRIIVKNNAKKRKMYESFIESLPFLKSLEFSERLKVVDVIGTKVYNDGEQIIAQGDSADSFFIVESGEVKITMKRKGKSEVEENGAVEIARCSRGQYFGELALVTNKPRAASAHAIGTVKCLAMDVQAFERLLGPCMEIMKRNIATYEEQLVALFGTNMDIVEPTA
PKA-R1A act: activates the PKA-R1A holoenzyme complex; PKA-R1A dissociation, Cy5-IP20 fluorescence polarization; scaled: DMSO 0%, 113 µM cGMP 100%; activation, % at 11.4 µM; actives 0.083% (n = 340,000); AID 504707;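 active means percent activation above the mean of all tested compounds plus 3 SD, cut at about 19% in these data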;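 further: higher means more PKAc released from R1A so a rise in polarization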
Tat export inh: blocks Tat-dependent protein export in E. coli | E. coli MC4100 TorA-mCherry Tat export, fluorescence | inhibition, % at 10 µM | actives 0.036% (n = 340,000) | AID 488895;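 active means mean replicate inhibition at least 50% and at least half of replicates individually reaching 50%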;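 further: exported cargo escapes ClpAP degradation while cytoplasmic cargo is degraded and loses fluorescence; 0% = median of neutral control wells and 100% = median of NaSCN control wells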
HTR5A inv ag: HTR5A inverse agonism, opioid heterodimer counter-screen. P47898. HTR5A cell line, luminescence. inhibition, % at 9.3 µM. actives 0.083% (n = 340,000). AID 504634; in the data active means inhibition mostly above about 23%, no sharp cut-off; inactive means mostly below about 18%;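 further: 0% = cells with DMSO and 100% = no-cell wells with DMSO; some compounds called inactive have numbers as strong as hits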
Target sequence (P47898 whole entry, looked up): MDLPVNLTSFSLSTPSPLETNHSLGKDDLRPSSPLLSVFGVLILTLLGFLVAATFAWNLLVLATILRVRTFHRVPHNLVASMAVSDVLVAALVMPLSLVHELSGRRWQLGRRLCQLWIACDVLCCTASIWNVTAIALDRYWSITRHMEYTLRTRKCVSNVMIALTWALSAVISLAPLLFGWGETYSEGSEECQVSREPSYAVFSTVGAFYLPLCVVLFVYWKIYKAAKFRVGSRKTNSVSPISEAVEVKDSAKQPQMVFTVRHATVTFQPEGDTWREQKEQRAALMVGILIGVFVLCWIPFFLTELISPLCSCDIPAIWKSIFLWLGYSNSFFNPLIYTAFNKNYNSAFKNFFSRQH
E coli growth: bacterial growth inhibition, counter-screen for AddAB inhibitors; E. coli V3065 growth, OD600 absorbance, 18 h; inhibition, % at 11.9 µM; actives 0.27% (n = 330,000);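 active means inhibition above the campaign's mean inhibition across all tested compounds plus 3 SD, cut at about 9.9% in these data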;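 further: uninfected addAB+ strain grown without phage in ampicillin broth; 0% = DMSO wells and 100% = ciprofloxacin 0.95 µg/ml wells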
PfHsp90 yeast 2: reduces growth (ATP signal) of yeast expressing P. falciparum Hsp90; S. cerevisiae expressing PfHsp90, BacTiter-Glo ATP, 48 h; yeast lacking PDR1 and PDR3 efflux regulators; inhibition, % at 9.4 µM; actives 0.32% (n = 310,000); AID 504621;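 active means every replicate shows inhibition above about 80%, whatever the replicate mean, limit read from the data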;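 further: 0% = DMSO neutral controls and 100% = 20 µM radicicol positive controls; yeast relying on Plasmodium falciparum Hsp90 in place of its own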
AddAB inh: less growth of phage-infected E. coli with AddAB; E. coli expressing H. pylori AddAB, absorbance growth; inhibition, % at 11.9 µM; actives 0.29% (n = 330,000); in the data active means inhibition above about 12%;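 further: 0% = vehicle wells of infected cells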
SUMO Mot1 rescue: SUMOylation pathway inhibition by Mot1-301 growth rescue | growth rescue, % at 18.8 µM | actives 1% (n = 320,000) | AID 2716 | S. cerevisiae Mot1-301 growth rescue, ATP luminescence, 38.5C; percent above DMSO median, 100 means doubled;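 active means every valid replicate shows activation above 250% relative to neutral control wells; inactive means the rest, any valid replicate at or below 250%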;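 further: OY570 slx delta 5 strain wells were the positive control but not used for scaling; some compounds called inactive have numbers as strong as hits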
phage Ecoli inh: E. coli growth loss with phage present; growth absorbance; inhibition, % at 11.9 µM; actives 0.26% (n = 360,000); AID 651602; in the data active means inhibition above about 11%
Starred values were filed as active, the others as inactive; i = inactive; / = no result given. Rows are unselected; any-hit rate near 2.2%.

SMILES | OPRM1-OPRD1 ag | MOR-DOR inv ag | PKA-R2B act | PKA-R1A act | Tat export inh | HTR5A inv ag | E coli growth | PfHsp90 yeast 2 | AddAB inh | SUMO Mot1 rescue | phage Ecoli inh
COc1cccc(NC(=O)Nc2ccc(C)c(Cl)c2)c1 | 7.1 | -41 | -9 | -13 | 2 | -23 | 3.0 | 7 | 5.6 | -4 | 3.4
COc1ccc(CCC(=O)Nc2cc(S(C)(=O)=O)ccc2Cl)cc1 | -1.8 | 9 | 1 | 0 | 1 | 3 | -0.4 | / | 2.4 | 4 | /
Cc1ccc(C(=O)NCc2ccc3c(c2)OCO3)cc1S(=O)(=O)N1CCOCC1 | -1.9 | 11 | -1 | 4 | -10 | -4 | 1.0 | 3 | 0.7 | -1 | -1.9
CC(CCc1ccccc1)NC(=O)Cc1ccc([N+](=O)[O-])cc1 (stereo unspecified) | -2.6 | 14 | -5 | 0 | 6 | 4 | -1.3 | -18 | 1.1 | 3 | 2.5
COc1ccccc1C1C([N+](=O)[O-])=CC([N+](=O)[O-])=CN1C (stereo unspecified) | -0.7 | 5 | 12 | 2 | -1 | 5 | 1.9 | 19 | 0.2 | 35 | 4.0
Cc1n[nH]c(C)c1CN(C)C(=O)C1CCC(=O)N(CCc2cccc(F)c2)C1 (stereo unspecified) | -2.5 | 13 | 1 | -1 | -11 | 16 | 0.6 | 0 | 5.3 | 22 | 0.9
COc1ccc(-c2[nH]ncc2CN2CCCC(C(=O)c3ccc(OC)cc3OC)C2)cc1 (stereo unspecified) | -3.5 | 18 | -2 | -1 | -2 | 8 | -3.5 | -4 | -4.3 | 4 | 4.1
CC(C)CC(=O)Nc1ccnn1C1CCN(C(=O)c2ccc(F)cc2Cl)CC1 | -2.3 | 13 | -5 | 11 | 5 | -5 | 1.4 | 10 | 0.6 | -11 | 0.9
Cc1noc(C)c1C(=O)NCC(=O)Nc1ccccc1Br | -3.7 | 15 | -14 | 3 | 5 | -2 | 1.9 | -30 | -3.2 | -23 | 0.7
CCOc1ccccc1C1NC(=O)CCC1[N+](=O)[O-] (stereo unspecified) | -2.5 | 12 | -9 | 2 | 0 | 9 | -1.9 | -3 | 0.8 | 332 | 1.2
COc1cccc(NC(=O)CN(C)C(=O)CN2C(=O)NC(C)(c3ccc4ccccc4c3)C2=O)c1 (stereo unspecified) | -1.1 | 7 | -4 | 6 | 9 | -10 | 0.5 | / | 0.0 | -2 | 4.1
CC(O)[C@H]1CNC(=O)C(=O)N1CCc1cccc2ccccc12 (stereo partly specified) | -3.1 | 18 | 13 | 10 | 10 | 16 | 0.7 | -8 | 2.4 | 6 | -0.6
O=C(NC1CCCC1)C(c1ccccn1)N(C(=O)c1csnn1)c1ccccc1 (stereo unspecified) | -2.2 | 12 | 6 | -5 | 3 | -11 | 2.6 | 16 | 1.2 | 397 | 0.9
COc1ccc(CCNC(=O)c2c[nH]c3ccc(F)cc3c2=O)cc1OC | 0.2 | -1 | -6 | 8 | 10 | 10 | -3.7 | 12 | 0.4 | 1 | 4.5
CC(CCc1ccccc1)NC(=O)c1nnc(Cc2ccc(F)cc2)o1 (stereo unspecified) | -2.0 | 10 | 5 | -12 | -5 | -6 | 0.9 | -5 | -0.6 | 7 | -0.1
CCN1CCN(C(=O)/C=C/c2cccc(Cl)c2)CC1 | -6.8 | 22 | 0 | -7 | -12 | 20 | 5.8 | 6 | 4.9 | 18 | 4.6
COc1cc(OC)cc(C(=O)Nn2cnnc2)c1 | -2.5 | 12 | 3 | 0 | 0 | 2 | -4.2 | -12 | 0.9 | -8 | 4.8
CC(C)(C)NC(=O)CSc1nsc(SCC(=O)NC(C)(C)C)c1C#N | 1.4 | -7 | 4 | -9 | 10 | -21 | 1.2 | 21 | 0.5 | -2 | 4.5
COCC(CN1CCN(C2=NS(=O)(=O)c3ccccc32)CC1)OC(=O)c1ccccc1 (stereo unspecified) | -0.7 | 5 | 4 | -7 | -1 | 4 | -0.9 | 10 | 2.2 | 11 | 1.6
COC(=O)c1ccc(NC(=O)COC(=O)CCC2CCCC2)cc1 | 5.0 | -19 | 7 | 5 | 3 | 25 | -1.1 | 5 | 1.3 | 13 | 1.6

Entries of single compounds from above:
COc1cccc(NC(=O)CN(C)C(=O)CN2C(=O)NC(C)(c3ccc4ccccc4c3)C2=O)c1 (stereo unspecified) as listed: OPRM1-OPRD1 ag: -1.1; MOR-DOR inv ag: 7; PKA-R2B act: -4; PKA-R1A act: 6; Tat export inh: 9; HTR5A inv ag: -10; E coli growth: 0.5; PfHsp90 yeast 2: /; AddAB inh: 0.0; SUMO Mot1 rescue: -2; phage Ecoli inh: 4.1
Cc1noc(C)c1C(=O)NCC(=O)Nc1ccccc1Br as listed: OPRM1-OPRD1 ag: -3.7; MOR-DOR inv ag: 15; PKA-R2B act: -14; PKA-R1A act: 3; Tat export inh: 5; HTR5A inv ag: -2; E coli growth: 1.9; PfHsp90 yeast 2: -30; AddAB inh: -3.2; SUMO Mot1 rescue: -23; phage Ecoli inh: 0.7

New compounds follow.
SMILES | OPRM1-OPRD1 ag | MOR-DOR inv ag | PKA-R2B act | PKA-R1A act | Tat export inh | HTR5A inv ag | E coli growth | PfHsp90 yeast 2 | AddAB inh | SUMO Mot1 rescue | phage Ecoli inh
O=C(CSc1nccn1Cc1ccco1)Nc1ccccc1C(F)(F)F | -3.9 | 21 | 1 | 1 | 9 | 20 | -0.8 | 7 | 2.1 | -1 | 0.8
Cc1cccc(NS(=O)(=O)c2ccc(C)c(C(=O)N3CCN(C(=O)c4ccco4)CC3)c2)c1 | -1.2 | 5 | 4 | 2 | 6 | 1 | / | 1 | / | / | -0.1
COc1cc(NC(=S)NN2CCOCC2)cc(OC)c1 | -1.9 | 10 | -4 | -6 | 1 | -17 | / | 7 | / | / | 0.6
CCOC(=O)c1cnn(-c2ccc(C(F)(F)F)cn2)c1N | 1.4 | -8 | -9 | 9 | 3 | -22 | -0.7 | -30 | -2.6 | -8 | 1.7
CC(C)COc1ccc(/C(O)=C2/C(=O)C(=O)N(CCN(C)C)C2c2ccncc2)cc1 (stereo unspecified) | -1.2 | 7 | -11 | -10 | 0 | -5 | 1.7 | -2 | -1.3 | 1 | 0.2
CCOc1ccc(NC(=O)CCC(=O)Nc2cc(OC)c(NC(=O)c3ccco3)cc2OC)cc1 | 0.0 | 0 | 8 | 0 | -7 | -4 | 0.6 | 12 | 0.7 | -2 | 1.0
O=C(CN1CCOCC1)Nc1ccc2c(c1)OCO2 | 0.5 | -4 | 8 | -5 | 2 | 7 | 1.1 | 6 | -0.2 | -21 | 4.2
Cc1cccc(-c2nc(CSc3nc4c(c(=O)[nH]3)CCC4)c(C)o2)c1 | -0.4 | 2 | -9 | -22 | -3 | -26 | 0.6 | -19 | 0.1 | -1 | 0.4
Cc1ccc(OC(C)C(=O)Nc2ccc(S(=O)(=O)Nc3nccs3)cc2)cc1 (stereo unspecified) | 3.5 | -20 | 5 | 0 | -2 | 0 | 1.0 | -2 | 1.3 | 1 | -0.3
O=C(Nc1ccccc1CC[N+](=O)[O-])N1CCN(c2ccccc2)CC1 | -0.9 | 5 | 2 | 6 | 6 | -22 | -0.2 | -2 | -0.5 | -17 | 5.6
CCC(C)NC(=S)Nc1ccccc1 (stereo unspecified) | -3.0 | 17 | 11 | -2 | -9 | -14 | / | 10 | / | / | 2.3
COc1ccc(C(=O)NC(=S)Nc2ccc(N3CCN(C(C)=O)CC3)cc2)cc1[N+](=O)[O-] | -3.8 | 19 | 2 | 1 | 5 | 8 | -3.0 | -5 | 0.3 | -8 | 0.9
COc1ccc(OC)c(N(CC(=O)Nc2ccccc2)S(=O)(=O)c2ccccc2)c1 | 3.1 | -16 | -2 | -2 | 4 | 0 | 0.2 | -6 | 1.0 | -8 | 3.3
O=C(COC(=O)C1C2CC3OC(=O)C1C3C2)Nc1ccc(Br)cc1 (stereo unspecified) | -0.3 | 2 | 8 | 1 | -4 | 2 | 1.5 | 1 | 4.8 | i | 2.7
CCC(=O)N1CCCn2c1nc1ccccc12 | -0.7 | 4 | -1 | -11 | 1 | 1 | 0.7 | -3 | 2.2 | 2 | 2.1
CCOC(=O)c1cc2sc(C)cc2n1CC(=O)N1CCc2ccccc21 | -3.5 | 20 | -5 | -12 | 0 | 13 | 0.7 | -29 | 1.6 | 11 | 2.3
COc1ccc2c(c1)CC(C1(O)C(=O)Nc3ccccc31)C2=O (stereo unspecified) | -2.5 | 12 | 7 | 4 | -9 | 0 | 1.4 | -22 | 3.9 | -6 | 0.0
COc1ccc(Cl)c(Cn2c(NCc3ccco3)nc3c2c(=O)n(C)c(=O)n3C)c1 | -1.4 | 7 | -4 | -2 | 1 | -10 | 1.4 | 0 | 3.1 | 4 | 2.1
COc1cc(OC)c(C(=O)OCCCOC(=O)c2cc(OC)c(OC)cc2OC)cc1OC | -1.9 | 10 | 3 | 7 | -1 | 11 | / | -15 | / | 95 | -0.2
Cc1cc(C(=O)N2CCN(C(=O)C3CCCO3)CC2)no1 (stereo unspecified) | 0.3 | -2 | -2 | -4 | -10 | -9 | 0.2 | 26 | 0.1 | -1 | 2.3

Reprinted from the part before: 2 compounds; new compounds follow.
SMILES | OPRM1-OPRD1 ag | MOR-DOR inv ag | PKA-R2B act | PKA-R1A act | Tat export inh | HTR5A inv ag | E coli growth | PfHsp90 yeast 2 | AddAB inh | SUMO Mot1 rescue | phage Ecoli inh
COc1cc(OC)c(C(=O)OCCCOC(=O)c2cc(OC)c(OC)cc2OC)cc1OC | -1.9 | 10 | 3 | 7 | -1 | 11 | / | -15 | / | 95 | -0.2
Cc1cc(C(=O)N2CCN(C(=O)C3CCCO3)CC2)no1 (stereo unspecified) | 0.3 | -2 | -2 | -4 | -10 | -9 | 0.2 | 26 | 0.1 | -1 | 2.3
COc1ccc(-c2ncncc2-c2csc(C)n2)c(O)c1 | -4.1 | 22 | -7 | 1 | 6 | -3 | -2.5 | -41 | 0.8 | 4 | 2.9
O=C(CCNC(=O)N1CC(=O)Nc2ccccc21)NCCc1cccc(F)c1 | -2.6 | 14 | -13 | 2 | -2 | 11 | 1.4 | -13 | 1.8 | 50 | 1.9
CCCCn1c(=O)[nH]c(=O)c2c1nc(-c1ccc([N+](=O)[O-])cc1)n2CC | -0.5 | 2 | -9 | -2 | -1 | 1 | -1.1 | 9 | 2.2 | -19 | 1.8
O=C(COc1ccc2ccc(=O)oc2c1)NCCc1c[nH]c2ccc(F)cc12 | -0.2 | 1 | 4 | -3 | -6 | -8 | 2.5 | -10 | 3.5 | 1 | 2.3
Cc1ccc(/C=[N+](/C)[O-])cc1 | -0.4 | 2 | 5 | -9 | -8 | -11 | -2.3 | 5 | -1.3 | 0 | 5.7
